High-throughput results deposited in PubChem by several laboratories.
AI-2 QS modul: Vibrio harveyi AI-2 quorum sensing modulation; Vibrio harveyi JMH597 AI-2 luminescence/OD600 ratio, 9 h; stronger effect = lower value; strain lacks LuxN and CqsS sensors; 0 = neutral-control median; activity change, % at 7.5 µM; 300,000 compounds, 0.4% hits; AID 2094; in the data active = activity change below about -75%, passing the limit was not always enough;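 note: luminescence divided by OD600 gain over 9 h not by final OD600 alone; inactives centre near 13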
KLF5 inhibitor: inhibitors of KLF5 expression; DLD-1 KLF5 promoter-luciferase reporter, luminescence; inhibition, % at 5 µM; 290,000 compounds, 0.23% hits;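 active = inhibition above a per-plate limit of that plate's mean compound inhibition plus 3 SD, cut at about 60% in these data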;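 note: 0% = DMSO wells and 100% = LY294002 at 200 µM; higher means less KLF5 promoter-driven luciferase light; inactives centre near -14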
GSK3A inh: blocks human GSK-3 alpha kinase; P49840; ADP-Glo luminescence, 60 min; inhibition, % at 10 µM; 320,000 compounds, 0.1% hits; AID 2650;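 in the data active = inhibition above about 50%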;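 note: GST-tagged GSK-3 alpha with peptide substrate and 25 µM ATP; 0% = DMSO neutral wells and 100% = GW8510 positive control wells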
Target sequence (P49840 whole entry, looked up): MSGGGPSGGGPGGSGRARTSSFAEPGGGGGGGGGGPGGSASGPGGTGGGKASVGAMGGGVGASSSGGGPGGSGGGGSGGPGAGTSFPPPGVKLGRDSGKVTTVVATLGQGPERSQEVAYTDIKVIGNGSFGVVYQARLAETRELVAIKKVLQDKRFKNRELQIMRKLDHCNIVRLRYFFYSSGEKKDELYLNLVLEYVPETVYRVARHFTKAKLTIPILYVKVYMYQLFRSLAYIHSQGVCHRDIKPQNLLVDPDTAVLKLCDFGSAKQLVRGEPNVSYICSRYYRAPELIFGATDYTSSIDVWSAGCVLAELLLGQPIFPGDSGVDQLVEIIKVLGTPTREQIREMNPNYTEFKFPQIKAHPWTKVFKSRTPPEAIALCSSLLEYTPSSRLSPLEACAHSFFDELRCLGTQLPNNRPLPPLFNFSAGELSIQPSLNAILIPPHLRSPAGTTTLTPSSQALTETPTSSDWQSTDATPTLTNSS
HSP90 refold inh: inhibitors of HSP90 luciferase refolding in rabbit reticulocyte lysate; AID 1789; luciferase refolding luminescence, 3 h; 290,000 compounds, 0.91% hits; inhibition, % at 5.6 µM;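 active = inhibition above the screen-wide mean plus 3 SD, computed separately per campaign, cut at about 16% in these data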;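 note: 0% = DMSO wells and 100% = 60 µM geldanamycin wells; inhibitors lower the luminescence because luciferase stays unfolded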
HSF1 activator: increases HSF-1 driven luciferase reporter signal; NIH3T3-HGL HSF-1 luciferase reporter, MG132, 8 h; 100% = twice DMSO control signal; 300,000 compounds, 1.7% hits; AID 504408; activation, % at 9 µM;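 active = mean replicate activation of at least 50% with a set share of replicates each reaching 50%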;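 note: 0% = median of the neutral control wells and 100% = twice that signal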
HSF1 inhib: HSF1 inhibition; AID 2098; 300,000 compounds, 0.77% hits; NIH3T3-HGL HSE-luciferase, MG132-induced, luminescence 8 h; stronger effect = lower value; activity change, negative = inhibition, % at 7.5 µM (by protocol);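 active = more than half of replicate wells show activity change below -50%, luminescence cut by over half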;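 note: luciferase reports HSF-1 transcriptional activity via heat shock element; 0% = median of DMSO wells and -100% = zero luminescence signal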
HIF act: HIF pathway transcriptional activation. U2OS HRE-luciferase reporter, luminescence; normalized: DMSO 0%, desferrioxamine 100%. activation, % at 7.5 µM (by protocol). 300,000 compounds, 0.32% hits;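 active = mean activation of at least 10% of the iron chelator positive control signal, with at least half of replicates also reaching 10%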
IEC-6 cytotox: kills IEC-6 intestinal cells in KLF5 counter-screen | IEC-6 cytotoxicity, luminescence viability | inhibition, % at 5 µM | 290,000 compounds, 0.78% hits | AID 1825; in the data active = inhibition above about 22%;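 note: 0% = plate median of test compound wells and 100% = cytotoxic reference compound wells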
GSK3beta inhib: inhibitors of human GSK3beta kinase | P49841 | GST-GSK3beta kinase, ADP-Glo luminescence, 60 min; stronger effect = lower value | activity score (negative = inhibition), % at 10 µM | 300,000 compounds, 0.038% hits | AID 2097;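 active = more than half of replicate wells score below -50%, meaning over 50% inhibition versus plate controls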;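 note: 0% = median DMSO wells and -100% = median GW8510 positive control wells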
Target sequence (P49841 whole entry, looked up): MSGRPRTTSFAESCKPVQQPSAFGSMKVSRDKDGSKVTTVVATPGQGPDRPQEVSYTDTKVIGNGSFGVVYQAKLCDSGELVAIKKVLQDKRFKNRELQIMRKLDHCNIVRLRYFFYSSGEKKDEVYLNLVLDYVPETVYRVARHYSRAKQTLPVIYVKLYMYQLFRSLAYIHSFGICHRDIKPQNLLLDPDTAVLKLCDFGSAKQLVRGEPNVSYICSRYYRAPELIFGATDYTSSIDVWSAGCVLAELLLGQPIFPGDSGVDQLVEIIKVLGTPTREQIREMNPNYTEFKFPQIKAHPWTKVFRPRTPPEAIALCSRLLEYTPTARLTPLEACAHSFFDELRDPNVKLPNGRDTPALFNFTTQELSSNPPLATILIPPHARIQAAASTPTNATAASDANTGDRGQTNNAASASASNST
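test system = GST-tagged human GSK3beta kinase, cell-free | reagent = 25 µM ATP with peptide substrate | dosing = one dose of 10 µM per compound | schedule = 60 min reaction, RT | detection = luminescent ADP-Glo measurement of ADP formed | control set = DMSO neutral wells and GW8510 at 20 µM as positive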
aSyn 5UTR inh: MLPCN primary screen, SNCA 5' untranslated region; alpha-synuclein 5'UTR reporter, inhibitor activity; 300,000 compounds, 0.82% hits; inhibition, % (tested at 7.5 µM); in the data active = inhibition above about 60%;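 note: H4 neuroglioblastoma cells stably carrying SNCA 5'UTR luciferase fusion; 0% = DMSO wells and 100% = positive control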
The depositor's hits bear a star; . = not tested or not shown.

1) O=C(CCCCCn1c(=S)[nH]c2ccc(N3CCOCC3)cc2c1=O)NCc1cccc(Cl)c1
2) Nc1nonc1-n1nnc(C(=O)N/N=C/C2CC=CCC2)c1CSc1ccccc1 (stereo unspecified)
3) Cc1nc2ccccc2cc1OCc1ccccc1
4) CC1(C)Cc2c(c(-c3ccco3)nc3sc4c(NCCCO)ncnc4c23)CO1
5) CC(NCCO)C(=O)C12CC3CC(CC(C3)C1)C2 (stereo unspecified)
6) COc1ccccc1Nc1ncc(C(=O)N2CCN(Cc3ccc(OC)c(OC)c3OC)CC2)c2ccccc12

assay / entry	1	2	3	4	5	6
HSP90 refold inh	-4	3	4	2	0	1
AI-2 QS modul	4	27	-81*	10	25	-4
IEC-6 cytotox	1	0	1	-10	1	0
HSF1 activator	4	-10	11	5	-2	-20
aSyn 5UTR inh	17	17	-46	44	4	14
GSK3beta inhib	-1	2	-5	-1	-2	1
HSF1 inhib	2	-3	14	5	1	-4
GSK3A inh	.	0	-1	5	-2	-2
KLF5 inhibitor	-4	0	11	-2	-32	4
HIF act	-4.3	-0.3	1.2	-0.4	-0.4	-0.5

7) COc1ccc(S(=O)(=O)N2CCCC2)cc1C(=O)N1CCOCC1
8) c1ccc(Oc2cc(-c3ccccc3)ncn2)cc1
9) Cc1ccc(N2C(N)=C(C#N)C(c3cccs3)C3=C2CC(C)(C)CC3=O)cc1 (stereo unspecified)
10) O=C(CCn1c(=O)c2cccn2c2ccc(F)cc21)NCc1cccc(F)c1
11) O=C(COC(=O)C1(c2ccccc2F)CCCC1)NCc1ccc2c(c1)OCO2
12) CC1CCCN(c2ccc(/C=C(\C#N)c3nn(-c4ccccc4)c(N)c3C#N)cc2[N+](=O)[O-])C1 (stereo unspecified)

assay / entry	7	8	9	10	11	12
HSP90 refold inh	1	-3	3	-4	-1	2
AI-2 QS modul	20	-93*	30	6	2	12
IEC-6 cytotox	3	-6	-2	5	1	7
HSF1 activator	-12	28	10	6	9	15
aSyn 5UTR inh	-5	-124	1	-16	24	-7
GSK3beta inhib	2	-2	-3	1	0	4
HSF1 inhib	-2	15	-8	-6	8	4
GSK3A inh	1	1	-1	-2	-2	-2
KLF5 inhibitor	-20	-69	-41	1	-28	-10
HIF act	-0.1	4.8	0.8	0.2	-0.2	0.7

13) Cc1ccc(NC(=O)C(C)S)cc1 (stereo unspecified)
14) O=CN1CCN(S(=O)(=O)c2ccc(Cl)c(C(=O)O)c2)CC1
15) Cc1noc(C)c1COC(=O)c1ccc2c(c1)OCO2
16) Cc1ccc(C(=O)NC(NCc2ccco2)C(Cl)(Cl)Cl)cc1 (stereo unspecified)
17) Cc1cc(NC(=O)c2ccc(F)c(S(=O)(=O)N3CCCCC3)c2)no1
18) CC(C)CCOc1ccc(C2(C)NC(=O)N(CN3CCOCC3)C2=O)cc1 (stereo unspecified)

assay / entry	13	14	15	16	17	18
HSP90 refold inh	-1	-3	2	7	2	-2
AI-2 QS modul	7	35	18	24	17	-23
IEC-6 cytotox	1	-6	10	-6	6	6
HSF1 activator	-2	-4	4	37	-2	5
aSyn 5UTR inh	-9	5	-4	6	1	27
GSK3beta inhib	0	0	1	-2	0	1
HSF1 inhib	-7	-4	-6	8	1	-3
GSK3A inh	-1	1	-2	-2	.	-8
KLF5 inhibitor	-27	-1	-2	-5	-49	-26
HIF act	0.4	0.6	-0.2	-0.6	-0.3	0.2

19) CCN(CC)S(=O)(=O)c1ccc2c(c1)nc(-c1ccccn1)n2C
20) O=CN1CCN(S(=O)(=O)c2ccc(S(=O)(=O)NC3CCCCC3)cc2)CC1
21) Cc1c(OCC(=O)N(C)c2ccccc2)ccc2c3c(c(=O)oc12)CCC3
22) CC(=O)Oc1cccc(N2C(=O)C3C4C=CC(CC4)C3C2=O)c1 (stereo unspecified)
23) Cc1ccc(/C=N/NC(=O)c2ccco2)cc1
24) CN(C(=O)c1ccccc1C(=O)c1ccccc1)C1CCS(=O)(=O)C1 (stereo unspecified)

assay / entry	19	20	21	22	23	24
HSP90 refold inh	-5	-1	4	-4	3	-2
AI-2 QS modul	28	16	13	9	-5	3
IEC-6 cytotox	1	-1	-3	0	0	6
HSF1 activator	26	17	12	10	17	-16
aSyn 5UTR inh	-73	-14	-13	5	-94	9
GSK3beta inhib	0	0	5	-1	-2	0
HSF1 inhib	6	1	-4	3	3	-6
GSK3A inh	1	-2	-2	1	-1	-4
KLF5 inhibitor	-94	-8	-17	-23	-125	0
HIF act	2.2	0.1	0.9	0.1	1.9	-0.4

25) Cc1ccc(Cn2c(SC3CCOC3=O)nc3ccccc3c2=O)cc1 (stereo unspecified)
26) CCCn1nnnc1NCc1ccccc1Cl
27) Cc1ccccc1NC(=O)CSc1nc(COc2ccccc2)nc2ccccc12
28) CC(C)(C)NC(=O)c1cccc(NC(=O)CSc2ccc(Cl)cc2)c1
29) CCc1nnc(SCC(=O)Nc2ccc(N3CCOCC3)cc2)o1
30) CC(=O)N1CCCN(Cc2cn(-c3cccc(C)c3)nc2-c2cccc(F)c2)CC1

assay / entry	25	26	27	28	29	30
HSP90 refold inh	-5	-2	-1	-6	3	-2
AI-2 QS modul	14	-8	13	7	-6	-1
IEC-6 cytotox	2	-1	-8	2	0	6
HSF1 activator	-4	0	22	173*	-1	15
aSyn 5UTR inh	8	-2	-12	-3	4	-28
GSK3beta inhib	-4	-1	-4	-1	3	2
HSF1 inhib	-1	4	10	117	-11	2
GSK3A inh	-1	0	-2	-1	1	-2
KLF5 inhibitor	13	-23	-38	-8	0	8
HIF act	-0.7	-0.4	0.2	0.2	-0.1	0.7

Six compounds drawn at random from those above, as already listed:
30) CC(=O)N1CCCN(Cc2cn(-c3cccc(C)c3)nc2-c2cccc(F)c2)CC1
25) Cc1ccc(Cn2c(SC3CCOC3=O)nc3ccccc3c2=O)cc1 (stereo unspecified)
27) Cc1ccccc1NC(=O)CSc1nc(COc2ccccc2)nc2ccccc12
28) CC(C)(C)NC(=O)c1cccc(NC(=O)CSc2ccc(Cl)cc2)c1
26) CCCn1nnnc1NCc1ccccc1Cl
29) CCc1nnc(SCC(=O)Nc2ccc(N3CCOCC3)cc2)o1

assay / entry	30	25	27	28	26	29
HSP90 refold inh	-2	-5	-1	-6	-2	3
AI-2 QS modul	-1	14	13	7	-8	-6
IEC-6 cytotox	6	2	-8	2	-1	0
HSF1 activator	15	-4	22	173*	0	-1
aSyn 5UTR inh	-28	8	-12	-3	-2	4
GSK3beta inhib	2	-4	-4	-1	-1	3
HSF1 inhib	2	-1	10	117	4	-11
GSK3A inh	-2	-1	-2	-1	0	1
KLF5 inhibitor	8	13	-38	-8	-23	0
HIF act	0.7	-0.7	0.2	0.2	-0.4	-0.1

(continued)
31) CC(C)(C)NC(=O)C(c1ccccn1)N(C(=O)c1csnn1)C1CCCCC1 (stereo unspecified)
32) Cc1nn(Cc2ccc(Cl)c(Cl)c2)c(C)c1NC(=O)c1cn(-c2ccccc2)nc1-c1ccccc1
33) CCCn1c(C)cc(C(=O)COC(=O)c2cc(S(=O)(=O)NCC(C)C)c(Cl)cc2Cl)c1C
34) O=C(/C=C/c1cccc(F)c1)NCc1ccc2c(c1)OCO2
35) N#Cc1nc(-c2ccco2)oc1NCCCn1ccnc1
36) N#C/C(=C\c1cn(Cc2ccc(C#N)cc2)c2ccccc12)C(=O)NCc1cccs1

assay / entry	31	32	33	34	35	36
HSP90 refold inh	-3	2	1	-4	-2	-2
AI-2 QS modul	9	15	37	-88*	5	24
IEC-6 cytotox	1	1	2	3	-1	5
HSF1 activator	5	12	21	-9	.	-2
aSyn 5UTR inh	-3	33	3	-5	-7	33
GSK3beta inhib	1	1	1	0	1	2
HSF1 inhib	1	8	9	-7	.	-10
GSK3A inh	-1	1	.	-1	8	1
KLF5 inhibitor	4	-6	0	-33	-22	-4
HIF act	-0.6	0.2	0.2	-0.3	0.3	0.1

37) Cc1cc(NC(=O)c2ccc(F)cc2)n(-c2ccccc2)n1
38) CCc1ccccc1-n1c(SCC(=O)NC)nnc1-c1ccco1
39) CC(=O)Nc1cc(C(=O)N2CCCC2)ccc1S(=O)(=O)c1ccc(Cl)cc1
40) COc1ccc(/C=N/NC(=O)Cn2ccnc2C)cc1OC
41) C=CCN=c1sc(C(=O)OC)cc(=O)n1CC=C
42) COC(=O)c1cc(NC(=O)c2cc(C)oc2C)cc(C(=O)OC)c1

assay / entry	37	38	39	40	41	42
HSP90 refold inh	3	2	3	0	-2	3
AI-2 QS modul	3	16	20	5	2	27
IEC-6 cytotox	-2	-4	2	-2	-4	5
HSF1 activator	14	-1	-5	4	17	11
aSyn 5UTR inh	7	23	15	2	-16	5
GSK3beta inhib	3	1	0	0	10	2
HSF1 inhib	-5	0	-8	0	1	9
GSK3A inh	-3	-2	0	-1	1	0
KLF5 inhibitor	-12	-37	-19	-53	-27	-44
HIF act	-0.5	1.3	0.1	-0.7	-0.3	-0.3

43) CC1CN(c2nc(-c3ccccc3)nnc2-c2ccccc2)CC(C)O1 (stereo unspecified)
44) COc1cc(OC)cc(C(=O)N[C@H](C(=O)NCc2ccc(F)cc2)C(C)C)c1
45) COC(=O)c1sccc1-n1cccc1C(=O)C(=O)N1CCOCC1
46) COCCN1CCN(C(=O)c2cc(COc3ccc(F)cc3F)on2)CC1
47) COc1cccc(CNS(=O)(=O)c2ccc(N3CCCC3=O)cc2)c1
48) Cc1cccc(N2CCN(C(=O)c3cccc(N4CCCC4=O)c3)C(C)C2)c1 (stereo unspecified)

assay / entry	43	44	45	46	47	48
HSP90 refold inh	5	-2	0	-5	11	-4
AI-2 QS modul	-4	9	0	10	11	28
IEC-6 cytotox	5	-6	3	0	1	63*
HSF1 activator	3	-14	-10	-7	16	5
aSyn 5UTR inh	-3	3	10	-4	-18	36
GSK3beta inhib	1	0	1	-1	-2	-3
HSF1 inhib	-2	0	-6	-6	7	-11
GSK3A inh	-1	-1	-2	-1	0	1
KLF5 inhibitor	29	3	-3	-15	15	64*
HIF act	-0.3	-0.7	-0.9	-0.1	-0.7	0.5
